# Assay outcomes as filed in PubChem BioAssay.
# Pf Dd2 inh – Plasmodium falciparum Dd2 growth inhibition; P. falciparum Dd2 growth, SYBR Green, 72 h; Potency, µM (highest dose often 28.9 µM), inactives show at the top dose activity, negative = inhibition, usual class: inhibitors; AID 1347417; hit rate 4.3% among 120,000; active means well fitted inhibition curve with a large enough effect; inconclusive means small, poorly fitted or top-dose-only effect; inactive means no such curve, though single readings can be large or run the other way;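 further: plate controls were DMSO vehicle for no effect and reference drug for full effect; nearly all actives have a fitted effect of over 65% in size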
#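 Readout: SYBR Green fluorescence, 485 nm excitation, 535 nm emission, after ~16 h lysis at 37C. Before that, Dd2-infected red cells (2.5% hematocrit) grew 72 h with compound, 29 uM top final concentration.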
# Starred values were filed as active, the others as inactive; i = inactive; u = inconclusive; ! = a repeat was not active; [ ] = dose if it differs, or a comment. Potency means the concentration at half of the fitted maximal effect.
SMILES | Pf Dd2 inh
Cc1noc(-c2cn(C3CCN(C(=O)c4cccc(C(F)(F)F)c4)C3)nn2)n1 (stereo not drawn) | u
c1cc(-c2cc3c(ccn3Cc3ccncc3)c(N3CCOCC3)n2)c2cn[nH]c2c1 | u
Cc1ccc(S(=O)(=O)NC[C@H]2O[C@@H](CO)[C@@H](O)[C@H]2N2CCN(c3ccc(F)cc3)CC2)cc1 | 1%
CCC(C)(C)NC(=O)C1CCC(CNS(=O)(=O)c2ccc3c(c2)CC(C)N3C(C)=O)CC1 (stereo not drawn) | -23%
O=C(CSc1nnc(-c2cccc(F)c2)c(-c2cccc(F)c2)n1)NC1CCCCC1 | u
O=c1[nH]c(C2CCCN(Cc3cccc(Cl)c3)C2)nc2ccc(F)cc12 (stereo not drawn) | 10µM*!
COc1ccccc1CN1C(=O)COC[C@@H]1[C@H](O)c1ccc(NC(=O)c2ccc(C#N)cc2)cc1 | u
CN(C)c1cccc(-c2nc(C3CC(=O)N(c4ccc(F)cc4)C3)no2)c1 (stereo not drawn) | 35%[activator]
O=C1NC(C(=O)NCCN2CCCCC2)Cn2cccc21 (stereo not drawn) | 60%[activator]
O=C1CO[C@H]2CCN(Cc3ccccc3O)CC[C@@H]2N1Cc1ccccc1 | u
O=C(NCc1cccc(Cl)c1)C1CCN(c2nn3cc(-c4ccc(F)cc4)nc3s2)CC1 | -14%
COc1ccc(CCNC(=O)c2cc(=O)[nH]c3ccc(S(=O)(=O)N4CCCCC4)cc23)cc1OC | i
NC(=O)c1ccc(CC2CCN(C(=O)C3CC3)CC2)cc1 | -12%
Oc1ccc(-c2nc(-c3ccccc3)c(-c3ccc(Br)cc3)[nH]2)cc1 | 6.3µM*
O=C(NC1CC(=O)N(c2ccc(Cl)cc2)C1)c1cc2ccccc2o1 (stereo not drawn) | 9%
COC(=O)c1sccc1S(=O)(=O)N(CC(=O)NCc1ccc(F)cc1)c1ccc(Cl)cc1 | 15%
Cn1nc(C(=O)N[C@@H]2COCC[C@@H]2OCc2cscn2)c2ccccc21 | -9%
COc1ccccc1C(=O)N1CCn2c(nn(-c3ccc(Cl)cc3)c2=O)C1 | 24%
COc1ccccc1N1CCN(S(=O)(=O)c2cc(-c3cc(C)no3)ccc2C)CC1 | -4%
Cn1nnc2c(NCCc3ccccc3)ncnc21 | i
Cc1c(F)cccc1NC(=O)Nc1cccc(-c2nnc3n2CCCC3)c1 | i
COCc1cc(CC2(NCc3ccc(C(F)(F)F)cc3)COC2)no1 | i
COc1ccc2nc3n(c2c1)[C@@H](CNS(=O)(=O)c1ccc(F)cc1)COC3 | -22%[44.1 µM]
CSCC(=O)N1C[C@@H](NC(=O)Nc2ccc(F)cc2F)C[C@H]1C(=O)N(C)CC(N)=O | 1%

# The final two compounds of the section before lead into the next.
SMILES | Pf Dd2 inh
COc1ccc2nc3n(c2c1)[C@@H](CNS(=O)(=O)c1ccc(F)cc1)COC3 | -22%[44.1 µM]
CSCC(=O)N1C[C@@H](NC(=O)Nc2ccc(F)cc2F)C[C@H]1C(=O)N(C)CC(N)=O | 1%
COc1ccccc1NC(=O)N1CC=C(c2c[nH]c3ccccc23)CC1 | u
CCOC(=O)C1=C(CNCc2ccc(Cl)cc2)NC(=O)NC1c1ccccc1 (stereo not drawn) | -8%
Cc1nc(CCNS(=O)(=O)c2ccc(Cl)c(C)c2)no1 | i
Cn1ccnc1CN1C(=O)CO[C@H]2CN(Cc3ccc(S(C)(=O)=O)cc3)C[C@H]21 | i
Cc1ccc2c(c1)c(=O)c(C(=O)c1ccncc1)cn2CC(=O)Nc1ccc(C(C)C)cc1 | i
O=C(C[C@@H]1CCNC[C@@H]1Cc1cc(COc2ccccc2)on1)Nc1ccccc1 | i
CC1(c2ccccc2)CCCN(C(=O)c2ccnc(-n3cnnc3)c2)C1 (stereo not drawn) | -15%
COCCN1C(=O)CS(=O)(=O)C12CCN(C(=O)COc1ccccc1)CC2 | -3%
FC(F)(F)c1ccccc1-c1cc(-c2cccnc2)c2cncn2c1 | -24%[44.1 µM]
COc1cccc(C(=O)N(C)Cc2ccc(-c3ccccc3)cc2)c1 | -17%[44.1 µM]
CCOc1ccccc1C(=O)NC1(C(F)(F)F)NC(=O)N(CCc2ccc(OC)c(OC)c2)C1=O (stereo not drawn) | u
Cc1cc(Cl)ccc1Nc1ncnc2onc(C)c12 | 0%
Cc1ccccc1C(=O)NC1(C(F)(F)F)C(=O)Nc2c1c(=O)[nH]c(=O)n2-c1ccc(F)cc1 (stereo not drawn) | 39%[activator]
COc1ccc(-c2cc(C(C)=O)c(C)n2CCC(=O)NCc2ccc(C)cc2)cc1 | u
CCc1ccccc1NC(=O)Nc1nnc(N(C)Cc2ccccc2)s1 | u
Cc1nc2c(-c3ccc(F)cc3)c(C)nn2c(C)c1CCC(=O)N1CCN(c2ccc(F)cc2)CC1 | 26%

# Sorted by length of the SMILES (lowest first): part of the list above.
SMILES | Pf Dd2 inh
CCc1ccccc1NC(=O)Nc1nnc(N(C)Cc2ccccc2)s1 | u
COc1cccc(C(=O)N(C)Cc2ccc(-c3ccccc3)cc2)c1 | -17%[44.1 µM]
COc1ccc(-c2cc(C(C)=O)c(C)n2CCC(=O)NCc2ccc(C)cc2)cc1 | u
CCOc1ccccc1C(=O)NC1(C(F)(F)F)NC(=O)N(CCc2ccc(OC)c(OC)c2)C1=O (stereo not drawn) | u
Cc1nc2c(-c3ccc(F)cc3)c(C)nn2c(C)c1CCC(=O)N1CCN(c2ccc(F)cc2)CC1 | 26%

# (further entries)
SMILES | Pf Dd2 inh
Cc1ccc(Cl)cc1N1CCN(CCCNC(=O)Cn2ncc3c([nH]c4ccccc43)c2=O)CC1 | 30%
COc1ccccc1NC(=O)c1cc(=O)c2ccc(C)c(C)c2o1 | i
COc1ccccc1CNC(=O)[C@@H](C)C1CC[C@@]2(C)CC[C@H](NC(=O)C3CCCCC3)[C@@H](C)[C@@H]2[C@H]1O (stereo partly drawn) | -10%
O=[S+]([O-])(Nc1ccccc1)c1ccc2c(c1)OCCN(Cc1ccncc1F)C2 | 5µM*
Cc1cc(NCCc2cnccn2)nc(-c2ccccc2O)n1 | i
CC(=O)c1cc(-c2ccccc2)n(CCC(=O)Nc2ccc(C(C)C)cc2)c1C | u
Cc1cccc2c1nc1n2[C@@H](CNC2CCOCC2)COC1 | i
CCc1nc2cc(N3CCCC(C(=O)O)C3)cnc2nc1CC (stereo not drawn) | i

# Additional records.
molecule | Pf Dd2 inh
CN(C)C(=O)CC(O)c1cc2n(n1)CCN(Cc1ccc3c(c1)OCCO3)C2 (stereo not drawn) | 31%[activator]
O=C(CN1C(=O)CCSc2ccc(S(=O)(=O)N3CCCC3)cc21)Nc1ccccc1 | 5%
COc1cc(C(=O)N2CCc3c([nH]c4ccccc34)C2c2ccccc2)cc(OC)c1OC (stereo not drawn) | u
O=C(NCc1cccc(F)c1)c1ccc2nc(N3CCCCC3)sc2c1 | u
CC(=O)c1ccc(NC(=O)c2cc3sccc3n2Cc2ccc(F)cc2)cc1 | -12%
O=C(Cn1nc(N2CCN(c3ccccc3)CC2)ccc1=O)Nc1ccc(F)cc1F | -7%
COc1ccc(-c2ccnc(-c3nnc(C)n3C3CCN(C)CC3)c2)cc1OC | i
CC(C)Cn1cc(NC(=O)NCc2ccccc2)c2ccccc2c1=O | 0%
O=C(CC1CCN(C(=O)C2CCC2)C1)NC1CC1 (stereo not drawn) | 3%
Cc1noc([C@@H]2CN(Cc3cc(F)cc(F)c3)C[C@H]2CO)n1 | 6%
CCN1c2cc(C(=O)Nc3ccc(Cl)c(C)c3)ccc2C(=O)N2CCCCCC21 (stereo not drawn) | 6.3µM*
O=C(CSc1nccn1Cc1ccccc1)Nc1nc2ccccc2s1 | -4%

# Pulled by structure from the list above:
molecule | Pf Dd2 inh
O=C(NCc1cccc(F)c1)c1ccc2nc(N3CCCCC3)sc2c1 | u
CC(=O)c1ccc(NC(=O)c2cc3sccc3n2Cc2ccc(F)cc2)cc1 | -12%

# Additional entries follow.
molecule | Pf Dd2 inh
CC(C)(CO)CNC(=O)c1cnc2c(c1)N([S+](=O)([O-])c1cccnc1)CCC2 | 2%[44.1 µM]
Cc1noc(C)c1-c1nccc2c(=O)cc(N(C)c3ccccc3)oc12 | u
COc1cccc(CN2CC3(C2)C(=O)N(CCCN2CCCC2=O)C(=O)[C@@H]2C[C@@H](O)CN23)c1 | 20%
Cc1nn(C(=O)CCC(=O)N2CCC(Cc3nc(C4CCOCC4)no3)CC2)c2ccccc12 | u
Cc1cn2nnc(C(=O)NCC(C)c3ccccc3)c2c(=O)[nH]1 (stereo not drawn) | u
O=C(c1ccsc1)N1CCC2(CC1)CC(OCC1CC1)CCO2 (stereo not drawn) | u
Cc1noc(C)c1-c1cc2cc(CO)oc2c(NC2CCOCC2)n1 | -4%[44.1 µM]
COc1ccccc1NC(=O)C1CCC(CNS(=O)(=O)c2ccc3c(c2)CC(C)N3C(C)=O)CC1 (stereo not drawn) | -22%
CCc1ccc(-n2nc(CO)c(C(=O)NC)n2)cc1 | 12%
O=C(c1ccc(F)cc1)N1CCCC(c2nn(-c3ccc(Cl)cc3)c(=O)[nH]2)C1 (stereo not drawn) | u
c1cc2nnc(C3CC3)n2nc1N1CCCC1 | 19%
C[S+](=O)([O-])c1ccc(-c2nc(C(=O)N3CCOCC3)n3ccncc23)cc1 | 7.9µM*
O=C(CN1C(=O)C2(SCC(=O)N2c2ccccc2)c2ccccc21)NCc1ccccc1Cl (stereo not drawn) | u
N#Cc1ccc(CN2CCN(c3nccc(Cl)n3)C(=O)C2)cc1 | u
O=C(CCc1ccccc1)N1CCC(CCOc2ccccc2F)C1 (stereo not drawn) | i
C=CCc1ccccc1OCc1nc2ccccc2n1CC | -2%
O=C(c1ccc(F)cc1)N1CCCC(n2cc(-c3nc(-c4ccccc4)no3)nn2)C1 (stereo not drawn) | -11%
COCCn1c(C)cnc1CC1CCCN(Cc2ccc(F)c(F)c2)C1 (stereo not drawn) | u
Cc1cc(=O)n(C(C)C(=O)NCc2ccccc2Cl)c2c1c(C)nn2-c1ccccc1 (stereo not drawn) | u
COc1ccc(-c2cc(-c3ccc(N4CCOCC4)nc3)cn3cncc23)cc1 | 0.79µM*
Cc1ccc(-n2c(=O)c3c(c4cc(C)ccc4n3C)n(CC(=O)N3CCCC3)c2=O)cc1 | 10%
Cc1ccc(S(=O)(=O)CC(=O)Nc2sc3c(c2C#N)CCCCC3)cc1 | 5%
Cn1ccc2c(C(=O)NCc3cccnc3)nc(-c3cccc(F)c3)cc21 | -21%[44.1 µM]
CCn1c(C(=O)NCc2ccc(OC)cc2)cc2sc(Cl)cc21 | i
CC(C)NC(=O)c1cc(-c2ccccc2F)cc2c1OCCN2Cc1cccnc1 | -17%[44.1 µM]
Cn1cnnc1CC1CCN(C(=O)c2cc(F)ccc2F)CC1 | -9%
COCCCN1CC2(CCN(C(=O)CCn3cc(C)cn3)CC2)CC1=O | -12%
CCOC(=O)c1[nH]c2ccccc2c1NC(=O)c1ccccc1F | u
COc1ccc(C(=O)N2CCC(c3nn(-c4ccccc4)c(=O)[nH]3)CC2)cc1 | i
CCn1cc(NC(=O)C[C@H]2NC(=O)c3ccccc3NC2=O)c(C)n1 | 6%
CNC(=O)[C@@H]1CN(S(=O)(=O)C(C)C)C[C@H]1COC | 4%
CCn1cc(S(=O)(=O)N2C[C@@H](C(N)=O)[C@H](c3nc(C)no3)C2)cn1 | 18%
O=C(NC1CCCc2c1[nH]c1ccc(F)cc21)c1cccs1 (stereo not drawn) | i
CCCN(CCC)CCCNC(=O)Cn1cnc2sc(C)c(S(=O)(=O)N3CCCCC3)c2c1=O | u
O=C1c2cnc(-c3ccccc3)nc2OCCN1c1cccc(C(F)(F)F)c1 | u
CCc1ccc(-c2nn(CC(=O)Nc3ccccc3C)c3c2cnc2ccc(C)cc23)cc1 | 42%[activator]
Cc1cc(C(=O)N2C[C@@H](Oc3ccccc3)C[C@H]2C(=O)N2CCCC2)n(C)n1 | u
CCCC1=Nc2cc(C(=O)NCCCN(CC)CC)ccc2Sc2ccccc21 | -8%
CCOC(=O)c1c(C)c(-c2ccccc2)n(CC(=O)NCCc2ccc(C)cc2)c1C | 9%
CCOC(=O)c1c(NC(=O)c2ccc(OCC)c(Br)c2)sc2c1CCCC2 | -3%
CCNc1cc(N2CCC(CCC(=O)Nc3cc(C)ccc3OC)CC2)ncn1 | i
CCCn1cc(CN2CCc3nc(NC)nc(C(=O)N4CCCC4)c3C2)c(C)n1 | -4%
CS(=O)(=O)N(Cc1cccnc1)C1CN(C(=O)Cc2c[nH]c3ccccc23)C1 | -2%
CC(=O)N1CCN(C2CCOC3(CCN(S(=O)(=O)c4ccccc4)CC3)C2)CC1 (stereo not drawn) | i
COCc1c(C(=O)N2C[C@@H](CO)[C@H](c3ccccn3)C2)noc1C | -13%
Cc1ccc(S(=O)(=O)NC[C@H]2OC[C@@H](NC3CCNCC3)[C@@H]2O)cc1 | 25%
Cc1ccccc1-c1noc(-c2ccc(N3CCOCC3)c([N+](=O)[O-])c2)n1 | -20%
COc1ccc(OC)c([C@@H]2Nc3ccc(C(=O)O)cc3[C@@H]3C=CC[C@@H]32)c1 | 12%
COc1ccc(C)cc1NC(=O)N1CCC(OC2CCN(Cc3ccccc3)CC2)CC1 | 11µM*
COCc1ccc2c(c1)c(OC(C)(C)C(=O)NCCN1CCOCC1)nn2Cc1ccccc1 | i
CC(C)NC(=O)C[C@@H]1C[C@H]2O[C@H](CNCc3ccccc3C(F)(F)F)[C@@H](O)[C@H]2O1 | 19%[44.1 µM]
CCN1CC2(CCN(C(=O)C(C)(C)N)CC2)CC(c2ccccc2)C1=O (stereo not drawn) | -13%
CCCCNC(=O)Cc1csc2nc(C)c(-c3cc(C)n(-c4ccc(C)cc4C)n3)c(=O)n12 | u

# Quoted from the listing.
# CC(C)NC(=O)C[C@@H]1C[C@H]2O[C@H](CNCc3ccccc3C(F)(F)F)[C@@H](O)[C@H]2O1 @ Pf Dd2 inh: 19%[44.1 µM]
# CCN1CC2(CCN(C(=O)C(C)(C)N)CC2)CC(c2ccccc2)C1=O (stereo not drawn) @ Pf Dd2 inh: -13%

# Only part of the results is shown. The share of hits here may be higher or lower than overall.
